# Assay outcomes (PubChem BioAssay)
# Efflux pump mplx – inhibitors of Candida efflux pumps in yeast, primary screen, S. cerevisiae, Nile Red, multiplex | S. cerevisiae Candida pump triplex | inhibition, % at 10 µM | 330,000 tested, 0.44% active | AID 485275, 2010;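 active means plate passing quality check with inhibition over a set limit, or well fluorescence over plate mean plus 4 SD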;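 further: Nile Red retained in pooled yeast measured as flow cytometry median fluorescence; 0% = buffer negative control and 100% = Enniatin B positive control; higher means more Nile Red kept so more efflux inhibition; some compounds called inactive have numbers as strong as hits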
# Fam108B inh – mouse Fam108B serine hydrolase inhibitors, primary screen, counter-screen for RBBP9 inhibitor project, biochemical, fluorescence polarization. recombinant Fam108B, FP-Rh probe fluorescence polarization. inhibition, % at 9.51 µM. AID 1947, 2009. 300,000 tested, 0.33% active;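 active means inhibition above the screen mean inhibition plus 3 SD, computed separately per campaign, cut at about 18% in these data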;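 further: inhibitors lower polarization as less probe binds the enzyme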
# CR mimetic SO – reduction of superoxide in aged yeast, primary screen, HTS. S. cerevisiae aged cells, superoxide DHE fluorescence; active compounds read low. superoxide response (% of plate mean), % at 10 µM. 330,000 tested, 0.18% active. AID 2690, 2010;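 active means superoxide response under a set limit, about three screen SD below normal, cut at about 65% in these data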;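 further: yeast aged for seven days with compound at 30 °C before DHE staining; 100% = average MFI of all compound-treated wells on the plate with controls excluded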
# MCL1-BIM inh – inhibitors of MCL1 binding to BIM-BH3, primary screen, biochemical, fluorescence polarization. Induced myeloid leukemia cell differentiation protein Mcl-1 (Homo sapiens), Q07820. GST-MCL1 / FITC-Bim-BH3 fluorescence polarization. inhibition, % at 10.9 µM. 320,000 tested, 0.68% active. AID 2057, 2009;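 active means inhibition above the mean inhibition of all tested compounds plus 3 SD, set per campaign, cut at about 40% in these data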;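 further: 0% = DMSO wells and 100% = unlabeled Bim-BH3 peptide control; higher means more loss of mP so more displacement of Bim peptide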
# EBNA-1 inh – EBNA-1 DNA-binding inhibitors, primary screen, biochemical, fluorescence polarization. inhibition, % at 14.8 µM. 300,000 tested, 0.34% active; in the data active means inhibition above about 28%
# Bcl-xL primary – inhibitors of human Bcl-xL, primary screen, biochemical, fluorescence polarization, HTS; Bcl-2-like protein 1 (Homo sapiens), Q07817; GST-Bcl-xL / FITC-Bim BH3 peptide fluorescence polarization; inhibition, % at 10.9 µM; 320,000 tested, 0.7% active; AID 2129, 2009;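 active means inhibition above the mean of all tested compounds plus 3 SD, cutoff set per campaign, cut at about 30% in these data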;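 further: 0% = DMSO wells and 100% = unlabeled Bim-BH3 peptide competitor; inhibitors lower millipolarization by displacing the labeled peptide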
# Target sequence (Q07817 whole entry, looked up): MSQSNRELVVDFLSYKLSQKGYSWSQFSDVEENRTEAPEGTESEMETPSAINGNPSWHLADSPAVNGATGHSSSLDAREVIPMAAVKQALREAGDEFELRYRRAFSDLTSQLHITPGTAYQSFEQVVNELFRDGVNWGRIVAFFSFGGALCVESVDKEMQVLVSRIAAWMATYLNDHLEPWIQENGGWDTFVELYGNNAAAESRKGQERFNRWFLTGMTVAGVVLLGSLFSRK
# ZTA counter – counter-screen for EBNA-1 inhibitors: inhibitors of Epstein-Barr virus ZTA | P03206 | ZTA-DNA binding, fluorescence polarization | inhibition, % at 11 µM | 320,000 tested, 0.15% active; in the data active means inhibition above about 33%
# Target sequence (P03206 whole entry, looked up): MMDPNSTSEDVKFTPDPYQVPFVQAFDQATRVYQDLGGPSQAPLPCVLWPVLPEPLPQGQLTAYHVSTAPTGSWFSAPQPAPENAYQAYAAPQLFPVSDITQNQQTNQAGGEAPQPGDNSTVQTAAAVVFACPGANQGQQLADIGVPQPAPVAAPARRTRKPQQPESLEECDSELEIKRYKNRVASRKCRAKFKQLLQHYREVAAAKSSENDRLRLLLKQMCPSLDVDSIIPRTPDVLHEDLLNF
# MEX-5 binding – MEX-5 zinc finger RNA-binding disruptors – biochemical, C. elegans, fluorescence polarization, MLPCN library, primary screen; Zinc finger protein mex-5 (Caenorhabditis elegans), Q9XUB2; MEX-5/FITC-TCR2 RNA binding; active compounds read low; activity score (negative = inhibition of binding), % at 10 µM; 300,000 tested, 0.38% active;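 active means inhibition past about -25% in most replicates, and total fluorescence under double the plate's negative control median, limit read from the data; inconclusive means replicates evenly split on the limit, or fluorescence at least double controls; inactive means too little inhibition in most replicates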;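 further: 0% = DMSO and -100% = 5 µM competing unlabeled TCR2 RNA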
# Target sequence (Q9XUB2 whole entry, looked up): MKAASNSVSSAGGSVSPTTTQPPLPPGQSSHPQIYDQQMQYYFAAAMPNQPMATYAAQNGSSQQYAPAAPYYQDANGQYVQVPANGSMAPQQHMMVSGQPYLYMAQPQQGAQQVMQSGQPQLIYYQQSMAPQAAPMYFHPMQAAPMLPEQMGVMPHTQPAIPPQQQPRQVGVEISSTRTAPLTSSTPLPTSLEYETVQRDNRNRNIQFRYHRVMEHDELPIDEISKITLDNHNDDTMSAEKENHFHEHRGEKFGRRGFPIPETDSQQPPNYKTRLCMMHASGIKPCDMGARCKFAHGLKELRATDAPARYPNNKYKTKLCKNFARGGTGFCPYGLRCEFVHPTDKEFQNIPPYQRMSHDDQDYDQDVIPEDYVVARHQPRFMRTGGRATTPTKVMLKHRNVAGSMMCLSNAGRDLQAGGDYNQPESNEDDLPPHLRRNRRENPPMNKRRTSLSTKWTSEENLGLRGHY
# GLD-1 RNA inh – GLD-1/TGE RNA complex disruptors, primary screen, biochemical, fluorescence polarization | Female germline-specific tumor suppressor gld-1 (Caenorhabditis elegans), Q17339 | purified GLD-1 + fluorescein TGE RNA | inhibition, % at 5.96 µM | 320,000 tested, 0.44% active;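 active means percent inhibition above a per-plate cutoff, the plate mean of test compounds plus 3 SD, cut at about 30% in these data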;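 further: 0% = DMSO wells with GLD-1 and probe and 100% = wells lacking GLD-1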
# An asterisk follows results filed as active; ? = inconclusive; / = no result given. The list is partial. The share of hits here may be higher or lower than overall.
# Preview:
SMILES,Efflux pump mplx,Fam108B inh,CR mimetic SO,MCL1-BIM inh,EBNA-1 inh,Bcl-xL primary,ZTA counter,MEX-5 binding,GLD-1 RNA inh
COc1ccc(N2C(=O)/C(=C/c3cccs3)C(=O)NC2=S)cc1,-0.1,0,94,5,3,4,1,-1.8,-6
COC(=O)C1=C(c2ccc(F)cc2OCc2ccccc2)C[C@@H]2CC[C@H]1N2C(=O)NCc1ccc(OC)cc1,-0.1,/,96,3,/,1,-12,/,3

# The listing, previewed entries included:
SMILES,Efflux pump mplx,Fam108B inh,CR mimetic SO,MCL1-BIM inh,EBNA-1 inh,Bcl-xL primary,ZTA counter,MEX-5 binding,GLD-1 RNA inh
COc1ccc(N2C(=O)/C(=C/c3cccs3)C(=O)NC2=S)cc1,-0.1,0,94,5,3,4,1,-1.8,-6
COC(=O)C1=C(c2ccc(F)cc2OCc2ccccc2)C[C@@H]2CC[C@H]1N2C(=O)NCc1ccc(OC)cc1,-0.1,/,96,3,/,1,-12,/,3
CC(=NCCc1c[nH]c2ccccc12)c1c(O)n(Cc2ccccc2)c(=O)[nH]c1=O,0.1,-2,95,-3,9,-8,-6,4.4,0
CCn1c(O)c(C=NCCc2c[nH]c3ccccc23)c(=O)[nH]c1=O,0.1,-2,105,1,-11,0,-2,-1.9,3
Cc1ccc2nc(N3CCC(C(=O)N4CCC5(CC4)OCCO5)CC3)sc2c1,0.2,-4,93,4,-4,1,5,1.1,-2
C=CC1CN2CCC1CC2[C@@H](OC(=O)c1ccc(OC)cc1)c1ccnc2ccccc12 (some centres not stated),0.0,-4,90,-1,-16,2,-11,/,5
CCc1ccc(N2C(=O)NC(=O)/C(=C/c3cccn3CCOc3ccc(C(C)CC)cc3)C2=O)cc1 (configuration not stated),0.2,1,103,8,7,7,-19,?,-6
CCOC(=O)C1CCCCC12C(C#N)=C(N)Oc1n[nH]c(C)c12 (configuration not stated),0.1,-2,106,5,-10,5,-5,0.1,5
CN1CCc2nc3sc(C(=O)NC(C)(C)C)c(N)c3cc2C1,-0.1,1,72,11,2,11,-24,-3.0,3
COCCN(C(=O)COC(=O)Cc1ccccc1)c1c(N)n(Cc2ccccc2)c(=O)[nH]c1=O,-0.2,-1,79,-2,6,-1,0,2.1,9
C1=C(c2ccccc2)CCNC1,0.0,-1,98,11,-6,7,-9,1.5,8
CN1CC(C(=O)c2ccc(Cl)cc2)C(c2ccccc2F)C1 (configuration not stated),0.2,3,102,-6,-14,0,-18,0.9,-3
Cc1cc(=O)n(-c2ccccc2)n1-c1ccccc1,0.1,4,86,6,4,9,7,0.5,-2
CC1=[N+]([O-])C2(N)CCc3nonc3C2(O)C1 (configuration not stated),0.0,0,102,5,7,2,3,-0.6,0
CCOP(=O)(OCC)C(NC(=O)c1ccc(C)cc1)C(Cl)(Cl)Cl (configuration not stated),-0.1,1,123,-4,-7,6,-9,1.1,3
O=C(NCc1cccnc1)Nc1ccccc1Cl,0.1,0,107,1,2,7,11,0.9,4
C[n+]1c(-c2ccccc2)cc(CCCCc2cc(-c3ccccc3)[n+](C)c(-c3ccccc3)c2)cc1-c1ccccc1,0.1,-3,100,-1,-2,-2,2,/,-10
N#CC(C#N)=Cc1ccc(N2CCOCC2)cc1,-0.1,0,98,-10,6,-2,12,-27*,0
CCc1ccc2nc(N3CCC(C(=O)N4CCC5(CC4)OCCO5)CC3)sc2c1,0.5,3,100,-1,-7,6,-9,2.1,-1
CCc1c(-c2ccccc2)nc2ccccc2c1C(=O)N1CCC2(CC1)OCCO2,0.1,3,87,5,-3,5,-4,-0.4,-7
CCN1C[C@]2(COC)CC[C@H](OC)[C@@]34C1[C@]1(OCO[C@@]15C[C@H](OC)[C@H]1C[C@@H]3[C@@H]5[C@H]1OC)[C@@H](O)[C@H]24,0.0,4,106,-1,-2,4,6,/,3
CC(=O)OC1CC[C@]2(C#N)[C@H]3CC[C@]4(C)[C@H](C5C=CC(=O)O5)CCC4(O)C3CCC2(O)C1 (some centres not stated),0.0,9,98,-3,3,2,-15,-1.0,-1
C1=CC(Cc2cncs2)c2ccccc21 (configuration not stated),-0.4,/,106,-5,/,-1,6,/,7
O=C(c1cc2cc3ccc(Cl)cc3nc2o1)N1CCC2(CC1)OCCO2,0.1,2,96,0,1,6,12,-1.7,3
CNC(=O)O/N=C(\C)Cc1nnn(-c2cc(C)on2)n1,0.0,2,111,5,9,2,15,-1.6,3
COc1cccc(CN2CC=C(c3ccc(F)cc3)CC2)c1,0.0,-1,107,13,-7,9,-4,1.1,13
O=c1[nH]c(=O)n(-c2ccccc2Cl)c(O)c1C=NCCN1CCCCC1,-0.1,-3,94,7,1,9,-1,1.9,-2
O=C(Oc1ccc([N+](=O)[O-])cc1)N1CCC(N2CCCCC2)CC1,-0.2,2,91,5,7,6,-1,-0.9,-6
CO[C@H]1[C@@H](OC)CC(OC2OC(CO)C(O)C(O)C2O)/C(=C\C#N)[C@@H]1O (some centres not stated),0.1,0,99,6,1,6,7,-1.8,-15
O=[N+]([O-])c1cnc[nH]1,0.0,-1,97,10,-1,-1,-19,3.0,3
FC(F)(F)c1ccccc1CNCCc1c[nH]c2ccccc12,-0.1,0,106,-1,16,-3,10,0.6,1
Cc1ccsc1C(=O)C1CCCN(Cc2cnc(N3CCCC3)s2)C1 (configuration not stated),0.2,2,96,3,-17,4,3,1.2,-6
Cc1sc2c(c1C)C(c1cccs1)=NCC(=O)N2CC(=O)NCc1cccs1,-0.1,-3,104,3,-2,2,-12,2.4,10
O=P(NCc1ccccc1)(Oc1ccccc1)Oc1ccccc1,-0.1,0,114,13,-1,2,-1,1.8,6
COC(=O)C1=C(c2cccc(C#N)c2)C[C@@H]2CC[C@H]1N2C(=O)NCc1ccco1,-0.4,/,85,5,/,0,-2,/,-9
COCCOC(=O)c1c(C)oc2ccc(OC(=O)N(C)C)cc12,0.0,-1,94,12,-4,7,12,1.7,0
O=C1NC(=O)N(CCc2ccc(F)cc2)C(=O)/C1=C/c1cccs1,0.3,0,103,5,-6,-20,15,6.4,-18
CC(=O)N1CN2CN(C(C)=O)CC(C(=O)c3ccccc3)(C2)C1,-0.1,2,88,-5,3,-1,2,1.8,-1
Cc1ccc2c(c1)CC1(CN2C)C(=O)NC(=O)N(CCc2ccccc2)C1=O (configuration not stated),0.2,2,95,1,-13,8,-12,-0.6,11
CCCCCCC(=O)c1c(O)n(-c2ccccc2OC)c(=O)[nH]c1=O (tested in a mixture with another compound),-0.1,3,97,5,-1,1,-14,0.5,2
CC(=O)c1ccc(OC(NC(=O)Cc2ccccc2)C(Cl)(Cl)Cl)cc1 (configuration not stated),-0.1,-5,96,-4,-4,1,-24,-2.4,2
CN1CCN(C(=O)COc2ccc(S(=O)(=O)N(C)Cc3ccccc3)cc2)CC1,0.1,-1,116,3,10,2,3,-0.3,-6
CC1CCCCC1NC1CCN(C)CC1 (configuration not stated),0.1,-4,103,5,-1,3,-2,-0.8,0
COC(=O)C1=C(c2ccc(OCc3ccccc3)cc2)C[C@@H]2CC[C@H]1N2C(=O)NCCCc1ccccc1,0.2,/,112,-5,/,0,-6,/,-3
CCCCn1c(O)c(C(CC)=Nc2ccc(C(=O)O)cc2)c(=O)[nH]c1=O,-0.3,0,86,-4,4,0,7,-1.0,-4
CCNC(=S)NCCC1=c2ccccc2=N/C1=C\c1c(O)n(C)c(=O)n(C)c1=O,0.2,-1,96,3,-6,3,5,-1.8,-6
CCOC(=O)c1ccc(NC(=O)N2CC3CC(C2)c2cccc(=O)n2C3)cc1 (configuration not stated),0.0,0,101,12,1,5,-20,1.1,2
COCCCn1c(N)c(C(=O)NCc2ccco2)c2nc3ccccc3nc21,-0.1,-1,105,5,0,18,0,/,12
COC(=O)C1=C(c2ccc(F)cc2OCc2ccccc2)C[C@@H]2CC[C@H]1N2C(=O)NCc1ccccc1,-0.1,/,96,2,/,3,-28,/,-3
CCOC(=O)c1ccc(N=Cc2c(O)n(-c3ccccc3F)c(=S)[nH]c2=O)cc1,0.2,-12,105,-11,6,5,-5,0.8,-18
COc1cc(OC)c(OC)cc1/C=C1/C(=O)NC(=O)N(Cc2ccccc2)C1=O,0.0,2,113,-18,6,-17,22,-1.3,-10
CN(C)C(=O)Oc1ccc2c(c1)O/C(=C\c1ccccc1)C2=O,-0.1,4,116,-4,4,6,-3,-0.8,1
N#CC1(c2ccccc2)CCN(C2CC(=O)N(c3ccc(F)cc3)C2=O)CC1 (configuration not stated),-0.1,3,107,16,-4,4,4,0.9,7
CC(Cc1ccsc1)NCc1cn[nH]c1-c1ccc(F)cc1F (configuration not stated),0.1,1,97,9,-4,7,9,2.5,0
CCCCCCC(=O)c1c(O)n(-c2ccccc2OC)c(=O)[nH]c1=O,0.0,-1,112,4,-9,7,-2,0.3,3
CC(C)=CCSc1nnc([C@@H](N)Cc2c[nH]c3ccccc23)o1,0.1,0,84,-4,0,-6,-12,2.2,0
CC(C)OP(=O)(OC(C)C)C(O)c1ccc(Br)cc1 (configuration not stated),-0.1,-1,117,8,-5,4,2,1.2,3
Cc1ccc(N2C(=O)NC(=O)/C(=C/c3ccc(-c4ccc(C(=O)O)c(Cl)c4)o3)C2=O)cc1,0.2,8,105,-26,6,-5,0,-2.3,-6
CCOP(=S)(OCC)N1CCOCCOCCN(P(=S)(OCC)OCC)CCOCCOCC1,0.1,4,91,1,-4,7,18,-2.5,-1
O=c1[nH]c(O)c(N=Nc2ccc(S(=O)(=O)N3CCOCC3)cc2)c(=O)[nH]1,0.1,1,92,10,7,7,3,-0.2,4
# The list continues.
SMILES,Efflux pump mplx,Fam108B inh,CR mimetic SO,MCL1-BIM inh,EBNA-1 inh,Bcl-xL primary,ZTA counter,MEX-5 binding,GLD-1 RNA inh
CC(=O)c1cccc(OCC(O)CN2CC=C(c3ccccc3)CC2)c1 (configuration not stated),-0.1,-2,107,0,6,3,-14,0.9,1
COC(=O)C1=C(c2ccccc2)C[C@@H]2CC[C@H]1N2C(=O)N1CCC(O)CC1,0.1,1,105,-3,14,3,6,0.2,7
CCCCn1c(O)c(/C=N/N2CCCCC2c2cccnc2)c(=O)[nH]c1=S (configuration not stated),-0.2,-5,101,-8,7,-1,20,-6.8,3
O=C1NC(=O)N(Cc2ccco2)C(=O)/C1=C/c1cccn1CCOc1ccccc1Cl,0.0,5,99,3,3,3,4,-2.4,-7
O=c1cccc2n1CC1CC2CN(S(=O)(=O)c2ccccc2)C1 (configuration not stated),0.2,3,98,2,-7,3,-2,-1.8,9
Cc1nc2ccccc2c(=O)n1-c1ccc(F)cc1F,-0.1,4,84,9,-14,7,-2,2.2,-4
C[C@H]1CCC[C@H](O)CCCCCc2cc(O)cc(O)c2C(=O)O1,-0.1,-1,95,0,5,6,4,1.2,4
CC/C(=N\N1CCCCCC1)c1c(O)n(-c2ccccc2C)c(=O)[nH]c1=O,0.1,-1,95,5,8,5,16,-3.1,0
CCN1CCC(O)(c2ccccc2)C(C(=O)c2ccccc2)C1 (configuration not stated),-0.1,8,95,2,7,-3,-5,-1.0,-1
C=C1N2CCC(CC2)C1(O)c1ccccc1C (configuration not stated),0.3,-1,111,2,-10,2,-4,/,-1
